Source: PubChem (National Center for Advancing Translational Sciences (NCATS))
TexasRed fluor – Texas Red fluorescence interference in TRb-SRC2 counter-screen | TRb/SRC2 Texas Red total fluorescence interference | Potency, µM (highest dose often 106 µM), inactives show top-dose fluorescence change, negative = quenching | 280,000 compounds, 0.29% hits | AID 1479; active = well fitted curve in either direction with a large enough effect; inconclusive = small, poorly fitted or top-dose-only effect
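Human TRβ ligand-binding domain (0.6 uM) and Texas Red SRC2 peptide (20 nM) in Tris buffer with 1 uM T3 and 5% DMSO were incubated with pinned compound for 5 hr at ambient temperature. Total fluorescence was computed as S + 2P (555/632 nm).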
TRb-SRC2 inh – TRbeta-SRC2 interaction inhibition. P10828. TRbeta-SRC2 peptide binding, fluorescence polarization; receptor liganded with 1 µM T3. 280,000 compounds, 0.065% hits. Potency, µM (top dose mostly 106 µM), inactives show at the highest dose activity change, negative = inhibition, actives largely listed as inhibitors. AID 1469;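 note: plate controls were bound peptide for no effect and peptide without receptor for full effect; nearly all actives have a fitted effect of over 50% in size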
Target sequence (P10828 whole entry, looked up): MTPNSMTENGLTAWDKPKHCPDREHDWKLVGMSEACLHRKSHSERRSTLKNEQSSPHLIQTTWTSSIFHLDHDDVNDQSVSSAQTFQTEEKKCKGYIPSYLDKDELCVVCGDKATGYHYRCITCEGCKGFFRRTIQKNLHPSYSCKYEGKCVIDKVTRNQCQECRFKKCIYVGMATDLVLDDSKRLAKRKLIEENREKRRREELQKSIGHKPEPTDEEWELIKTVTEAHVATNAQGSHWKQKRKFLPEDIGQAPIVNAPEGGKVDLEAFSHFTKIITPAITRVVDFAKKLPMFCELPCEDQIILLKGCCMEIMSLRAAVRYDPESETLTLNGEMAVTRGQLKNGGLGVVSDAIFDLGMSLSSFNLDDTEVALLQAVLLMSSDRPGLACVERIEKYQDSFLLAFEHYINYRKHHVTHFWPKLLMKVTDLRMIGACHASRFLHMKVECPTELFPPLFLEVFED
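Human TRb ligand-binding domain (0.6 uM) is mixed with 20 nM Texas Red SRC2 peptide and 1 uM T3; after compound addition and 5 hr at ambient temperature, polarization is measured and normalized to unbound and bound controls.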
GAA glycogen mod – inhibitors or activators of human alpha-glucosidase glycogen cleavage | P10253 | recombinant GAA, glycogen substrate, Amplex Red glucose oxidase fluorescence | Potency, µM (titrated, usually from 76.4 µM), for the others: at the top dose activity change, negative = inhibition, actives largely listed as inhibitors | 300,000 compounds, 0.38% hits | AID 2100;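 note: 0% = full enzyme reaction and -100% = no-enzyme basal signal; the screen sought inhibitors and activators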
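Recombinant enzyme (4 nM final) with compounds titrated up to 77 uM and bovine liver glycogen (30 ug) in citrate pH 5.0, 0.01% Tween-20, 37 C 40 min. Released glucose detected by Amplex Red/glucose oxidase (Ex 573/Em 610); AC50 from Hill fits.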
The depositor's hits bear a star; ? = inconclusive; & = joins results of further samples; [ ] = remark or other dose. Unless noted, calls come from the whole dose curve; as a rule, active = well fitted curve in the direction sought with a large enough effect; inconclusive = small, poorly fitted or top-dose-only effect, or another doubt; inactive = no such curve, though single readings can be large; an effect the other way counts as inactive or inconclusive. Unless noted, % is set by controls: 0 for no effect and ±100 for the full control effect; potency is the fitted concentration of half-maximal effect.

Preview (3 entries):
SMILES	TexasRed fluor	TRb-SRC2 inh	GAA glycogen mod
CN(C)CCNC(=O)C(=O)NCC(c1cccnc1)N1CCN(c2ccc(F)cc2)CC1 (stereo unspecified)	2.9%	-3.6%	7.7%[76.3 µM]
Cc1oc(-c2ccccc2F)nc1CSCC(=O)NCc1ccccc1	1.0%	1.2%	0.9%[76.3 µM]
Cc1ccc(C)c(NC(=O)C2CCN(c3nn4c(=O)cc(C)nc4s3)CC2)c1	0.4%	8.6%	-11.9%[76.3 µM]

The list itself, repeating the preview:
SMILES	TexasRed fluor	TRb-SRC2 inh	GAA glycogen mod
CN(C)CCNC(=O)C(=O)NCC(c1cccnc1)N1CCN(c2ccc(F)cc2)CC1 (stereo unspecified)	2.9%	-3.6%	7.7%[76.3 µM]
Cc1oc(-c2ccccc2F)nc1CSCC(=O)NCc1ccccc1	1.0%	1.2%	0.9%[76.3 µM]
Cc1ccc(C)c(NC(=O)C2CCN(c3nn4c(=O)cc(C)nc4s3)CC2)c1	0.4%	8.6%	-11.9%[76.3 µM]
COc1ccc(S(=O)(=O)N2CCC(c3nnnn3-c3ccccc3)CC2)cc1OC	-2.2%	0.5%	-22.1%[76.3 µM]
Cc1ccc(-c2nc(CS(=O)(=O)CC(=O)N3CCN(c4cccc(C)c4C)CC3)c(C)o2)cc1	?	-21.0%	-6.1%[76.3 µM]
COc1ccc(Cl)cc1NC(=O)CCn1c(=O)oc2ccccc21	-13.9%	-0.4%	0.4%&5.4%[76.3 µM]
CCOc1cc(-c2ccc(OC(=O)c3ccccc3)c(OC)c2)cc(=O)c2c(C)oc(C)c12	9.4%	-17.2%	-4.9%[76.3 µM]
O=C(CSc1oc(-c2ccccc2)nc1S(=O)(=O)c1ccc(Cl)cc1)Nc1ccc(F)cc1	1.2%	-0.2%	6.8%[76.3 µM]
CCN(CC)c1ccc(-c2nc(-c3ccccc3C)no2)cc1[N+](=O)[O-]	-1.3%	-0.7%	8.0%[76.3 µM]
COc1ccccc1N1CCN(Cc2nc(-c3cc(OC)c(OC)c(OC)c3)no2)CC1	-2.4%	4.3%	?
COc1ccc(-n2c3c(cc(-c4nc(-c5ccc(Cl)cc5)cs4)c2=O)C(=O)CC(C)(C)C3)cc1	5.9%	-12.7%	-6.2%[76.3 µM]
CN1CCc2nc3sc(C(=O)Nc4cccc(C#N)c4)c(N)c3cc2C1	4.9%	-3.7%	-5.8%[76.3 µM]
Cc1ccc(N2C(=O)CC(c3ccccc3F)C3=C2COC3=O)cc1Cl (stereo unspecified)	3.1%	-2.0%	-8.0%[76.3 µM]
CC(=O)Nc1ccc(S(=O)(=O)NC2(C(F)(F)F)NC(=O)N(CCc3ccc(F)cc3)C2=O)cc1 (stereo unspecified)	3.5%	7.8%	-4.4%[76.3 µM]
CCOC(=O)c1[nH]c(C)c(C(=O)NCc2ccccc2Cl)c1C	0.6%	7.3%	-16.5%[76.3 µM]
CCOc1ccc(NC(=O)c2nn(C)c3c2CS(=O)(=O)c2ccccc2-3)cc1	-10.6%	-3.7%	-4.2%[76.3 µM]
COC(=O)c1ccccc1NC(=O)c1noc2c1CSc1ccccc1-2	-1.1%	3.7%	8.2%[76.3 µM]
CCOc1ccc(/C=C/c2nc(C#N)c(Nc3ccc(OC)cc3)o2)cc1	0.3%	1.0%	5.2%[76.3 µM]
COc1ccc(NC(=O)Cn2c(=O)n(Cc3ccco3)c(=O)c3sc4ccccc4c32)cc1Cl	-1.9%	2.8%	3.8%[76.3 µM]
COc1ccc(CNC(=O)c2cc3c(=O)n(C)c4ccccc4c3n2C)cc1	-3.6%	3.1%	18.7%[76.3 µM]
CCC(=O)N1CCc2cc(Br)cc(S(=O)(=O)CCC(=O)N3CCN(c4ccc(F)cc4)CC3)c21	-1.9%	-4.0%	-3.9%[76.3 µM]
Cc1ccc(C)c(N2CCN(C(=O)CCn3c(=O)c4cccn4c4cccnc43)CC2)c1	-0.5%	7.3%	6.8%[76.3 µM]
CCOc1ccc(-n2c(=O)c3c(C)c(C)sc3n(CC(=O)C(C)(C)C)c2=O)cc1	10.5%	4.3%	-4.4%[76.3 µM]
COCCCN1C(=O)c2[nH]nc(-c3cc(C)ccc3O)c2C1c1ccc(F)cc1 (stereo unspecified)	7.2%	-4.5%	-3.3%[76.3 µM]
CCCCOC(=O)c1ccc(NC(=O)CSc2nc3c(c(=O)[nH]2)CCC3)cc1	-1.4%	4.9%	-14.7%[76.3 µM]
CCN(c1ccccc1)S(=O)(=O)c1ccc(NC(=O)c2nc(S(C)(=O)=O)ncc2Cl)cc1	1.78µM*[quencher]	-8.7%	-4.9%&-13.6%[76.3 µM]
CCOc1ccccc1NC(=O)CC1C(=O)NCCN1C(=O)c1ccc(F)cc1 (stereo unspecified)	-3.9%	-1.7%	0.5%[76.3 µM]
NC(=O)CSc1nc2ccc(NC(=O)COc3ccccc3)cc2s1	-24.7%	-2.8%	10.1%[76.3 µM]
CCCCN(CC)CCNC(=O)Cn1c(=O)c2cccn2c2cccnc21	0.8%	-1.4%	16.9%[76.3 µM]
CCc1ccc(Nc2nc3c(S(=O)(=O)c4ccc(C)cc4)nnn3c3ccsc23)cc1	-0.5%	-4.0%	11.3%[76.3 µM]
O=C(C1CCC(CNS(=O)(=O)c2ccc(Br)s2)CC1)N1CCN(c2ccc(F)cc2)CC1 (stereo unspecified)	-3.1%	3.7%	-8.5%[76.3 µM]
Cc1ccc(Nc2c(-c3ccncc3)nc3ccc(C)cn23)cc1	-0.6%	9.1%	?
COc1ccc(C(=O)Nc2nnc(S(=O)(=O)N(CC(C)C)c3ccccc3)s2)cc1	5.2%	-5.8%	15.5%[76.3 µM]
COCCNC(=O)c1[nH]c2cc(C)ccc2c1Sc1ccc(Cl)cc1	0.0%	-8.5%	12.2%[76.3 µM]
Cc1ccc(Cl)cc1NC(=O)CN(C)S(=O)(=O)c1ccc2c(c1)n(C)c(=O)c(=O)n2C	1.6%	-6.3%	14.5%[76.3 µM]
Cc1ccccc1OCC(=O)NCC(c1ccc(Cl)cc1)N1CCOCC1 (stereo unspecified)	-8.4%	-1.8%	-5.7%[76.3 µM]
O=C(Nc1cccc(Cl)c1)C1CCCN(c2nn3cc(-c4ccc(F)cc4)nc3s2)C1 (stereo unspecified)	-1.0%	1.7%	-10.3%[76.3 µM]
Cc1cc(SCC(=O)Nc2ccc(Cl)cc2)nc2ccccc12	-1.5%	9.6%	17.8%[76.3 µM]
CCOc1ccc(NC(=O)C2CCCN(c3nn4cc(-c5ccc(OC)cc5)nc4s3)C2)cc1 (stereo unspecified)	7.8%	2.2%	-10.2%[76.3 µM]
COc1ccc(Cn2c(=O)c3oc4ccccc4c3n(Cc3ccccc3)c2=O)cc1	-2.7%	1.3%	6.5%[76.3 µM]
CCOc1ccc2oc(=O)cc(CN3CCN(c4ccccc4)CC3)c2c1	-0.5%	4.6%	-3.4%[76.3 µM]
O=c1[nH]c(C2CCCN(S(=O)(=O)c3ccccc3)C2)nc2c1nnn2Cc1ccc(OC(F)(F)F)cc1 (stereo unspecified)	-3.4%	-1.8%	14.4%[76.3 µM]
Cc1ccc(N2CC(c3nnc(NC(=O)c4ccco4)s3)CC2=O)cc1Cl (stereo unspecified)	4.2%	-5.4%	0.3%[76.3 µM]
CCOC(=O)c1ccc(N2C(=O)c3n[nH]c(C)c3C2c2cccc(Br)c2)cc1 (stereo unspecified)	-3.2%	-0.2%	2.4%[76.3 µM]
CCOC(=O)CCc1c(C)nc2cc(-c3cc(OC)cc(OC)c3)[nH]n2c1=O	-0.7%	-1.4%	-15.6%[76.3 µM]
CCn1c(CNC(=O)c2ccc(OC)cc2)nnc1SCC(=O)Nc1ccc(OC)cc1	-0.9%	-7.2%	20.7%[76.3 µM]
CCc1ccc(NC(=O)C(=O)NCC(c2cccnc2)N2CCOCC2)cc1 (stereo unspecified)	-22.5%	-6.0%	-8.2%[76.3 µM]
CCCCCCSc1nc(N)c2c3c(sc2n1)CCCC3C (stereo unspecified)	-3.1%	3.4%	-15.8%[76.3 µM]
CC(=O)c1ccc(NC(=O)CCSc2nc(-c3ccco3)cc(C(F)(F)F)n2)cc1	3.2%	-2.4%	-2.9%[76.3 µM]
CCC(C)NC(=O)Cn1c(=O)n(CCCCCC(=O)NCc2ccccc2Cl)c(=O)c2sccc21 (stereo unspecified)	?	-4.4%	4.5%[76.3 µM]
Cc1ccc(Cn2cc(CCC(=O)NC3CCC(C)CC3)c3ccccc32)cc1 (stereo unspecified)	-0.5%	6.9%	-7.5%[76.3 µM]
COc1ccc(NC(=O)c2cnc3cc(C)ccn3c2=O)c(OC)c1	3.5%	-3.8%	-9.5%[76.3 µM]
COCCCNC(=O)c1ccc(Cn2c(=O)c3ccccc3n(Cc3ccc(Cl)cc3)c2=O)cc1	-6.9%	3.0%	11.9%[76.3 µM]
CCOc1ccc(NC(=O)Nc2nnc(N3CCCCC3C)s2)cc1 (stereo unspecified)	-0.6%	8.1%	-5.7%[76.3 µM]
CC(C)CCNC(=O)Cn1cc(S(=O)(=O)Cc2ccc(F)cc2)c2ccccc21	?	-0.7%	-6.7%[76.3 µM]
COc1ccc(OC)c(C2NC(=O)NC(C)=C2C(=O)Nc2cc(C)cc(C)c2)c1 (stereo unspecified)	-0.9%	2.3%	19.2%[76.3 µM]
O=C(Nc1ccc(OC(F)(F)F)cc1)C(Cc1ccccc1)NS(=O)(=O)c1cccc2nsnc12 (stereo unspecified)	0.4%	-4.9%	12.6%[76.3 µM]
CCN(CC)CCNC(=O)c1sc2nc(C)cc(C)c2c1-n1cccc1	1.7%	-2.7%	15.5%[76.3 µM]
CCOC(=O)c1c(NC(=O)c2cc(CC)on2)sc(C)c1C	3.5%	-2.3%	-6.0%[76.3 µM]
Cc1cccc(N2CCN(c3nc4ccccc4c4nc(-c5cccnc5)nn34)CC2)c1C	8.7%	-6.9%	-3.6%[76.3 µM]

Next part:
SMILES	TexasRed fluor	TRb-SRC2 inh	GAA glycogen mod
Cc1ccc(CNC(=O)CSCc2nc(-c3cccc(C)c3)oc2C)cc1	-1.3%	-2.9%	-13.6%[76.3 µM]
CN(C)c1ccc(-n2c(CCC(=O)O)ccc2-c2ccccc2)cc1	?	-7.1%	6.2%[76.3 µM]
COc1ccc(N(Cc2cc3cc(OC)ccc3[nH]c2=O)C(=O)c2cccc(Cl)c2)cc1	4.1%	0.0%	8.8%[76.3 µM]
O=C(/C=C/c1cn(CC(O)CN2CCCCCC2)c2ccccc12)c1ccccc1 (stereo unspecified)	-5.0%	-2.0%	-7.6%[76.3 µM]
Cc1cc(C)n2nc(SCC(=O)Nc3ccc(O)cc3)nc2n1	2.4%	-1.5%	-19.4%
CCOC(=O)c1ccc(NC(=O)CSc2cn(CC(=O)N3CCCC3)c3ccccc23)cc1	-0.3%	-10.7%	-4.3%[76.3 µM]
Cc1ccc(/C=C(\C#N)c2nc3ccccc3c(=O)[nH]2)cc1	3.0%	-0.4%	8.3%[76.3 µM]
CCC(=O)N1CCc2cc(Br)cc(S(=O)(=O)N3CCCC(C(=O)Nc4cccc(C)c4C)C3)c21 (stereo unspecified)	?	-7.9%	2.3%[76.3 µM]
COc1ccc(Nc2nc3c(S(=O)(=O)c4ccc(C)cc4)nnn3c3ccsc23)cc1Cl	-2.2%	-1.3%	11.6%[76.3 µM]
Cc1ccc(OCC(=O)Nc2ccc(S(=O)(=O)Nc3ncccn3)cc2)c(C(C)(C)C)c1	-30.4%	1.5%	11.8%[76.3 µM]
Cc1ccc(NC(=O)N2CCc3cc(S(=O)(=O)N4CCC(C)CC4)ccc32)cc1	-5.8%	5.8%	2.6%[76.3 µM]
CCCCCOC(=O)CSc1ncnc2c1sc1nc(N3CCOCC3)c3c(c12)CCCC3	-9.9%	0.0%	2.6%[76.3 µM]
CCOc1ccc(C(=O)Nc2ccc3nc(SCC(=O)N4CCOCC4)sc3c2)cc1	?	-7.6%	-6.6%[76.3 µM]
Cc1ccc2c(=O)cc(C(=O)Nc3c(C)cccc3C)oc2c1	1.7%	-0.6%	14.1%[76.3 µM]
COc1ccccc1-c1nnc2n(CCc3ccccc3)c(=O)c3ccccc3n12	-0.8%	-1.9%	13.1%[76.3 µM]
Cc1nc2cc(-c3ccc(Cl)cc3)nn2c(C)c1CCC(=O)N1CCN(c2ccccc2)CC1	-1.8%	-3.0%	16.9%[76.3 µM]
CCOC(=O)c1cccc(NC(=O)C2CCCN(S(=O)(=O)c3ccc4c(c3)oc(=O)n4C)C2)c1 (stereo unspecified)	-0.1%	3.3%	-17.1%[76.3 µM]

The list is partial; rates above refer to the full screens.
